# Screens from PubChem BioAssay.
# GAA inh = alpha-glucosidase (human) inhibition; P10253; purified human GAA, 4-MU-alpha-glucoside fluorescence; Potency, µM (highest dose often 76.9 µM), for inactives: top-dose activity change, negative = inhibition, hits mostly inhibitors; hit rate 0.005% among 200,000; AID 1466;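 also: potency is read from the fitted curve at half-maximal effect; plate controls were uninhibited enzyme wells for no effect and no-enzyme background for full effect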
#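 Fluorescence at Ex 365/Em 440 nm from 4-methylumbelliferone reported enzyme activity after 20 min at room temperature. Reactions used 4 nM enzyme and 400 uM substrate at pH 5.0; curves fitted with the Hill equation.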
# GAA glycogen mod = GAA glycogen-cleavage inhibition or activation; P10253; recombinant GAA, glycogen substrate, Amplex Red glucose oxidase fluorescence; Potency, µM (series often up to 76.4 µM), for inactives: at the highest dose activity change, negative = inhibition, usual class: inhibitors; hit rate 0.38% among 300,000; AID 2100;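 also: potency is read from the fitted curve at half-maximal effect; 0% = full enzyme reaction and -100% = no-enzyme basal signal; the screen sought inhibitors and activators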
#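 Recombinant enzyme (4 nM final) with compounds titrated up to 77 uM and bovine liver glycogen (30 ug) in citrate pH 5.0, 0.01% Tween-20, 37 C 40 min. Released glucose detected by Amplex Red/glucose oxidase (Ex 573/Em 610); AC50 from Hill fits.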
# HTT aggregate = inhibitors of mutant huntingtin aggregate formation in PC12 cells | PC12 HttQ103-GFP aggregates, Acumen cytometry, 40 h | Potency, µM (titrated, usually from 46.1 µM), for the others: at the top dose activity change, negative = inhibition, hits mostly inhibitors | hit rate 1.1% among 220,000 | AID 1688; also: potency is read from the fitted curve at half-maximal effect; % is scaled to controls: 0 for no effect and ±100 for the full control effect; nearly all actives have a fitted effect of over 60% in size
#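 Compounds (qHTS titration) were added to PC12 cells expressing an ecdysone-driven HTT exon 1 Q103–GFP fusion after induction with 100 nM tebufenozide. Aggregate formation was measured as GFP objects in cell lysates.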
# Lamin A splicing = LMNA splicing modulation. hit rate 0.01% among 200,000. HeLa LMNA splicing GFP/RFP minigene ratio, 48 h. Potency, µM (titrated, usually from 46.1 µM), inactives show top-dose ratio change, negative = inhibition, actives largely listed as inhibitors; active = well fitted inhibition curve with a large enough effect in the signal ratio, with a control signal flat, not every such curve was filed as active; inconclusive = small, poorly fitted or top-dose-only effect, or effect the other way, or a change in a side signal; the % refers to the signal ratio; also: potency is read from the fitted curve at half-maximal effect; % is scaled to controls: 0 for no effect and ±100 for the full control effect
#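 S3 HeLa stable clones carrying a lamin A-EGFP splicing minigene plus DsRed2 were seeded at 600 cells/well in Opti-MEM with 2% FBS, pin-dosed and incubated 48 h at 37°C. Acumen cytometry (488 nm) gave the GFP/RFP total-intensity ratio.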
# HTT cytoprotect = Huntington cell model cytoprotection by ATP luminescence; AID 1471; PC12 HTT-Q103 induced, cytoprotection, ATP luminescence, 40 h; Potency, µM (doses to about 56.4 µM), for the others: cytoprotection (ATP increase), most hits filed as activators; hit rate 0.14% among 230,000;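 also: potency is read from the fitted curve at half-maximal effect; % of control where 0% means no effect; nearly all actives have a fitted effect of over 45% in size; toxic huntingtin expression switched on by the ecdysone agonist tebufenozide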
#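 Huntington model: PC12 line, ecdysone-inducible HTTQ103 exon1–GFP, tebufenozide 100 nM. Test articles in a dose series. Endpoint luminescence from cellular ATP.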
# GAA spleen mod = lysosomal alpha-glucosidase (human) modulation | P10253 | human spleen homogenate, 4-MU-alpha-glucoside fluorescence | Potency, µM (highest dose often 79.9 µM), inactives show top-dose activity change, negative = inhibition, hits mostly inhibitors | hit rate 0.006% among 240,000 | AID 2112;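 also: potency is read from the fitted curve at half-maximal effect; 0% = enzyme with vehicle and -100% = no enzyme basal signal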
#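 AC50 values come from Hill-equation fits of concentration-response data, normalized to no-enzyme and full-activity controls. Enzyme source: 1 ug human spleen homogenate; 1 mM fluorogenic 4-MU glucoside, pH 5.0 citrate buffer, 37 C, 40 min.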
# CBFb-RUNX1 inh = CBF-beta/RUNX1 interaction disruption. AlphaScreen CBFb-His/RUNX1-biotin binding, biochemical. AID 1477. 230,000 tested, under 10 active. Potency, µM (highest dose often 59.8 µM), inactives show at the top dose activity, negative = inhibition, most hits filed as inhibitors. Q01196+Q13951; also: % of control where 0% means no effect
# Target sequence (Q01196 whole entry, looked up): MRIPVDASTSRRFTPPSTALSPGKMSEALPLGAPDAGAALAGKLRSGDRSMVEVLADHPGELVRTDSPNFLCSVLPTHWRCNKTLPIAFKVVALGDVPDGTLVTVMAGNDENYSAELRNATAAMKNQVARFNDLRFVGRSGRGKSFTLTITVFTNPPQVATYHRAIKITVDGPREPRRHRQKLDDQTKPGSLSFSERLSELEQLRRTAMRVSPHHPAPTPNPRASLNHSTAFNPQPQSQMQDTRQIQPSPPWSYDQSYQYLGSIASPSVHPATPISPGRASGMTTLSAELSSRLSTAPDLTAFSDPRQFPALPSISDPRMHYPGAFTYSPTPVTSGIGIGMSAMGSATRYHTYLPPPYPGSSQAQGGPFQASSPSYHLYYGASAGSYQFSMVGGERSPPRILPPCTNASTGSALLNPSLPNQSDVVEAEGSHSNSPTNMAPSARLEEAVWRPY
# Target sequence (Q13951 whole entry, looked up): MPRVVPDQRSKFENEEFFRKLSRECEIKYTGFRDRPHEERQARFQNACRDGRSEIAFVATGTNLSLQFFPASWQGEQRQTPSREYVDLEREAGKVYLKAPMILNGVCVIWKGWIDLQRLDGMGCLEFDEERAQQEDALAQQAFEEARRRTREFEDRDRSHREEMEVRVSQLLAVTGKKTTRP
#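 Read-out: AlphaScreen. Format: His-CBF-beta with biotinylated RUNX1 (30 nM each) preincubated 20 min, compound 15 min, Ni-chelate plus streptavidin beads 90 min; room temperature throughout.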
# The depositor's hits bear a star; ? = inconclusive; . = not tested or not shown; [ ] = remark or other dose. Unless noted, calls follow the shape of the dose curve; as a rule, active = well fitted curve in the direction sought with a large enough effect; inconclusive = small, poorly fitted or top-dose-only effect, or another doubt; inactive = no such curve, though single readings can be large; an effect the other way counts as inactive or inconclusive. Hits appear at their usual frequency. About 1.5% of those tested had a hit in this group.
SMILES,GAA inh,GAA glycogen mod,HTT aggregate,Lamin A splicing,HTT cytoprotect,GAA spleen mod,CBFb-RUNX1 inh
COc1ccc(NC(=O)Nc2ccc3nccnc3c2)cc1,0%,-16%,-25%[9.22 µM],-3%,-39%[inhibitor][10 µM],-4%,-1%
COc1ccccc1NC(=O)CSc1nnc(-c2ccoc2C)n1CCc1ccccc1,3%,4%,-1%,?,1%,-16%,-7%
N#Cc1ccc(Oc2ccc(C(N)=O)cc2)cc1C#N,-3%,5%,-8%,-1%,16%[10 µM],-3%,6%
CC(/C=C1\SC(=S)N(NS(=O)(=O)c2ccc(C)cc2)C1=O)=C\c1ccccc1,.,-13%,0%[9.22 µM],.,-5%[10 µM],-1%,?
CCOc1ccc(-n2c(SCc3cc(=O)oc4cc(C)c(C(C)C)cc34)nnc2-c2cccnc2)cc1,-10%,3%,?,-2%,33%[1.9 µM],-3%,-9%
CCc1ccc(OCC(=O)N/N=C(\C)c2ccccc2OC(F)F)cc1,-11%,-5%,2%,?,16%[10 µM],10%,-4%
O=C(C[n+]1ccc(Cc2ccccc2)cc1)Nc1ccccc1,5%,-5%,-1%,?,0%,2%,9%
O=C(CCCC(=O)OCC(=O)c1cccs1)Nc1ccc(F)cc1,?,-6%,19%[9.22 µM],-9%[46 µM],3%[10 µM],-6%,2%
CN=c1oc2ccc(Cl)cc2cc1C(N)=O,1%,-4%,1%,-4%,-2%[0.074 µM],-3%,0%
COc1ccc(S(=O)(=O)N(C)CC(=O)NCc2ccco2)cc1,2%,-5%,9%,10%,9%,1%,3%
COC(=O)CNC(=O)COC(=O)/C=C/c1cccs1,-9%[15.4 µM],-10%,4%[9.22 µM],.,27%[10 µM],0%,-4%
O=C(Nc1cc(C(F)(F)F)ccc1N1CCOCC1)c1ccc(F)cc1,-2%,1%,-9%,0%,-8%,-21%,3%
CCCOC(=O)c1ccc(NC(=O)CSC2=Nc3ccccc3C3CC=NN23)cc1 (stereo not drawn),4%,14%,11%[9.22 µM],8%,-5%,-1%,2%
COc1cc(/C=N/N2C(=O)c3ccccc3NC2(C)c2cccc([N+](=O)[O-])c2)cc(Br)c1O (stereo not drawn),-7%,?,33%,23%,-20%,-7%,-10%
CO[C@@H]1COC(=O)[C@@H](C)COC(=O)[C@@H](C)NC(=O)C/C=C\[C@@H]1C,.,.,.,.,1%[10 µM],2%[17.4 µM],7%[13.1 µM]
Cc1csc2c(SCC(=O)NNS(=O)(=O)c3cccc(C(F)(F)F)c3)ncnc12,.,-7%,-11%[9.22 µM],.,-7%[10 µM],-6%,15%
c1ccc(Cc2noc(CN3CCN(C4CCc5ccccc5C4)CC3)n2)cc1 (stereo not drawn),1%,7%,.,.,.,0%,-2%
CC1(C)Cc2c(ccc3ccccc23)/C(=C/C(=O)N2CCCCC2)N1,?,-5%,?,-8%,-9%,-6%,-6%
Cc1ccc(S(=O)(=O)/N=C2/C=C(Sc3ncn[nH]3)C(=O)c3ccccc32)c(C)c1,2%,-15%,5µM*,?,-19%[10 µM],-5%,1%
COCCNC(=O)c1cc2cc(Cl)cc(Cl)c2oc1=O,?,0%,-21%[9.22 µM],13%[46 µM],21%[10 µM],2%,-1%
Cc1ccc(-c2noc(CN(C(=O)C(c3ccccc3)c3ccccc3)C(C)C)n2)cc1,1%,-9%,?,?,-57%[inhibitor],-6%,6%
NC(=O)C1=C[C@H](c2coc3ccccc3c2=O)C[C@H](OCCCCO)O1,.,-2%,10%[9.22 µM],.,13%[10 µM],6%,4%
Cc1ccc(C(=O)NCC2(c3ccccc3)CCCC2)cc1,-2%,-1%,-19%,-1%,-20%,-10%,5%
Cc1nn(-c2ccccn2)c2c1C(c1ccncc1)C1=C(CC(C)(C)CC1=O)N2 (stereo not drawn),7%,-24%,29%,-11%,-6%,7%,-15%
CCOC(=O)c1cc(-c2ccccc2)sc1NC(=O)c1ccc(OC)c(OC)c1,?,15%,?,-12%,14%[10 µM],-4%,10%
O=C(c1ccc(Nc2cccc(C(F)(F)F)c2)nc1)N1CCCC1,-9%,-13%,17%,2%,-2%[10 µM],-6%,6%
COc1ccc(O)c(/C=N/NC(=S)Nc2cccc(S(=O)(=O)N(C)C)c2)c1,5%,-3%,?,?,-43%[10 µM],4%,-5%
CCOC(=O)c1cnc2scnn2c1=O,-7%,-10%,20%,-9%,-21%[10 µM],-9%,0%
Nc1c(C(=O)NCc2cccnc2)sc(=S)n1-c1ccccc1,-10%,-12%,-13%,-11%,-6%,2%,-6%
Cc1c(Cl)cccc1Nc1nc(N)nc(CSc2ncccn2)n1,-3%,0%,7%,-4%,-38%,4%,-1%
CSc1ncnc2sc(C)c(C)c12,9%,8%,16%,?,-4%,.,-1%
CCCCOc1ccc(CNn2c(C)nc3ccccc3c2=O)cc1,9%,?,0%,6%,-8%,-26%,4%
O=C(C1CCCN1S(=O)(=O)c1ccc(Br)cc1)N1CCOCC1 (stereo not drawn),?,-18%,27%,.,-14%,6%,0%
Cc1ccc(S(=O)(=O)Nc2nc3c(s2)C(=O)CC(C)(C)C3)cc1,?,-13%,5%[9.22 µM],.,-4%[10 µM],-4%,0%
COc1ccc(C2C3C(C)=NN=C3CC(C)(O)C2C(C)=O)cc1 (stereo not drawn),-4%,-21%,-13%,-5%,.,1%,3%
Cc1ccc(NC(=O)Cc2cn(C)c3ccccc23)cc1F,-3%,-7%,0%,9%[9.22 µM],-14%,3%,-3%
CCOc1ccc(Oc2nc(N(CC)CC)nc(N3CCOCC3)n2)nn1,-3%,0%,11%,?,.,4%,-1%
CN(C)c1nc(N)nc(CSc2ccccn2)n1,-3%,-8%,-7%,0%,10%,-2%,0%
CCOC(=O)C1(Cc2ccc(OC)cc2)CCN(C(=O)CN2CCOC2=O)CC1,-6%,-9%,1%[9.22 µM],-1%[46 µM],-10%[10 µM],4%,8%
C=CCn1c(=N)n(CC(=O)OC)c2ccccc21,3%,-3%,6%,5%,-4%[10 µM],8%,4%
CC1(C)CC(O)C(C)(C)N1O (stereo not drawn),-8%,16µM*,29%,-2%[0.0737 µM],-18%[0.074 µM],-10%,4%
CC(C)(C)OC(=O)NCCC(=O)N/N=C/c1ccc2ncccc2c1,.,0%,-11%[9.22 µM],.,7%[10 µM],0%,5%
O=C(Nc1c2c(nc3ccccc13)CCCC2)c1ccccc1Br,-3%,3%,4%,-17%,-10%[10 µM],-2%,1%
Cc1csc(NC(=O)CSc2nnc(-c3ccco3)n2C)n1,-6%,4%,8%,-5%,-8%[10 µM],-1%,2%
CCOC(=O)c1[nH]c(C)c(CN(CCc2ccccc2)C(=O)CCC(=O)O)c1C,-8%,?,23%,-2%,14%,-13%,-4%
O=C(O)C1CCCN1S(=O)(=O)c1cc(Cl)ccc1Cl (stereo not drawn),0%,5%,-15%,6%,4%,-3%,4%
CN1CCN(C(=O)C2CCN(S(=O)(=O)c3ccc4c(c3)oc(=O)n4C)CC2)CC1,-5%,8%,11%,-13%,3%[10 µM],-6%,7%
Cc1ccc(C(=O)N/N=C/c2ccc3c(c2)OCO3)o1,-5%,-4%,8%,-5%,-10%[10 µM],4%,19%
C=CCn1c(-c2ccc(S(=O)(=O)N3CCOCC3)cc2)csc1=Nc1ccccc1,-6%,-14%,?,15%[0.0737 µM],-19%,-6%,-16%
CCCCC(=O)Nc1ccc(NC(=O)C(C)C)cn1,1%,2%,-7%,3%,-7%[10 µM],-4%,4%
COc1cc2ccccc2cc1C(=O)OCC(=O)NC1CCS(=O)(=O)C1 (stereo not drawn),?,29%,13%[9.22 µM],.,13%[10 µM],5%,-1%
CCc1nc(CN2CCN(c3cc(C(F)(F)F)ccn3)CC2)c(C)[nH]1,.,4%,-14%[9.22 µM],.,16%[10 µM],-20%,-4%
COc1ccc(S(=O)(=O)N(C)CC(=O)N2CCC(C)CC2)cc1Cl,-8%,0%,-5%,-6%,18%,-8%,4%
Cc1ccc(C2=NNC(C(O)C(O)C(O)CO)S2)cc1 (stereo not drawn),0%,5%,6%,1%,-10%,-1%,2%
CCOC(=O)c1c(NC(=O)C2CCCN(S(=O)(=O)c3ccc(C)cc3)C2)sc2c1CCCC2 (stereo not drawn),10%,1%,-6%,-6%,-1%[10 µM],3%,6%
O=[N+]([O-])c1ccccc1S(=O)(=O)N1CCN(CC2CC=CCC2)CC1 (stereo not drawn),-2%,-6%,5%[9.22 µM],-12%[46 µM],-38%,-12%,-5%
COC(=O)c1cc(OC)c(OC)cc1NC(=O)c1ccc(OC)c(OC)c1,4%,-12%,17%,-5%,-23%,-4%,-2%
COc1cccc(C(=O)NC2CCCC2)c1,6%,-5%,.,-4%[46 µM],.,-3%,4%
NC12CC3CC(C1)CC(CO)(C3)O2,-6%,13%,0%,10%,12%,-3%,-6%
O=C(c1ccc2ccccc2c1)N1CCN(c2ccc(C(F)(F)F)cn2)CC1,-4%,-12%,?,?,7%[10 µM],1%,5%
COc1ccccc1NC(=O)Nc1ccc2[nH]c(=O)[nH]c2c1,7%,15%,1%,17%[46 µM],-7%[10 µM],5%,0%

# Sorted by molar mass (low to high): part of the list above.
SMILES,GAA inh,GAA glycogen mod,HTT aggregate,Lamin A splicing,HTT cytoprotect,GAA spleen mod,CBFb-RUNX1 inh
CC1(C)CC(O)C(C)(C)N1O (stereo not drawn),-8%,16µM*,29%,-2%[0.0737 µM],-18%[0.074 µM],-10%,4%
Cc1csc(NC(=O)CSc2nnc(-c3ccco3)n2C)n1,-6%,4%,8%,-5%,-8%[10 µM],-1%,2%
O=[N+]([O-])c1ccccc1S(=O)(=O)N1CCN(CC2CC=CCC2)CC1 (stereo not drawn),-2%,-6%,5%[9.22 µM],-12%[46 µM],-38%,-12%,-5%
CN1CCN(C(=O)C2CCN(S(=O)(=O)c3ccc4c(c3)oc(=O)n4C)CC2)CC1,-5%,8%,11%,-13%,3%[10 µM],-6%,7%

# Quoted at random: 2 records from the list.
SMILES,GAA inh,GAA glycogen mod,HTT aggregate,Lamin A splicing,HTT cytoprotect,GAA spleen mod,CBFb-RUNX1 inh
COc1cccc(C(=O)NC2CCCC2)c1,6%,-5%,.,-4%[46 µM],.,-3%,4%
O=[N+]([O-])c1ccccc1S(=O)(=O)N1CCN(CC2CC=CCC2)CC1 (stereo not drawn),-2%,-6%,5%[9.22 µM],-12%[46 µM],-38%,-12%,-5%
